CHRM1 antagonist – human M1 muscarinic receptor antagonists, primary screen, CHO-K1 cells, Fluo-8 calcium fluorescence, 1536-well. CHO-K1 hM1, ACh EC80 antagonist. AID 588852, 2011. 360,000 compounds, 1.3% hits. inhibition, % at 3 µM. Muscarinic acetylcholine receptor M1 (Homo sapiens), P11229;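 active = percent inhibition above its own plate's cutoff, namely the mean of that plate's compound wells plus 3 SD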;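 also: peak over basal fluorescence ratio during 140 s after agonist addition; 0% = ACh EC80 plus DMSO and 100% = DMSO alone without agonist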
Target sequence (P11229 whole entry, looked up): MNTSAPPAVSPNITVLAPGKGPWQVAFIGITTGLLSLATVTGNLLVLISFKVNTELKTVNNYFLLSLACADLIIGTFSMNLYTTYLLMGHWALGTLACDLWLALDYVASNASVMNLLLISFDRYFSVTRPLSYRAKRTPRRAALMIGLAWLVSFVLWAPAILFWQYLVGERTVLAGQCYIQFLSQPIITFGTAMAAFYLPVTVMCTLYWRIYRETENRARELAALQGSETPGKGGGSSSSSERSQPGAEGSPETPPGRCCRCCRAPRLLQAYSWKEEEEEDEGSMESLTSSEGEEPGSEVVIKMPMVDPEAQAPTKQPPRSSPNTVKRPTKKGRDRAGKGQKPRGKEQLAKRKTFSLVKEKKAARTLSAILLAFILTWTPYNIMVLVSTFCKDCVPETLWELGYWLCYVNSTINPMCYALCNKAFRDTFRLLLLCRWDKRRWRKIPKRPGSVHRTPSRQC
TAAR1 ag – human TAAR1 agonists, primary screen, Fluo-8 calcium fluorescence, CHO RD-HGA16 cells; Trace amine-associated receptor 1 (Homo sapiens), Q96RJ0; vehicle wells 0%, saturating PEA agonist 100%; activation, % at 3 µM; 360,000 compounds, 0.99% hits; AID 624467, 2012;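 active = activation above the mean activation of all test compounds in the run plus 3 SD, cut at about 38% in these data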
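Assay system: CHO-derived RD-HGA16 cells with stable Gα16 and human TAAR1; timing: 17-24 h seeding, 75 min 37 °C dye, 30 min RT; read-out: % activation from peak over basal fluorescence ratio, DMSO-to-PEA scaled; measured by: kinetic Fluo-8 calcium fluorescence; benchmarks: low control DMSO, high control PEA (EC100); doses: 3 µM single concentration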
M1 ag – human M1 muscarinic receptor agonists, primary screen, Fluo-8 calcium fluorescence, CHO-K1 cells, HTS; activation, % at 3 µM; CHO-K1 hM1, agonist mode; 0% DMSO, 100% acetylcholine EC100; Muscarinic acetylcholine receptor M1 (Homo sapiens), P11229; AID 588814, 2011; 360,000 compounds, 0.33% hits;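 active = activation above the run's mean compound activation plus 3 SD, cut at about 16% in these data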;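 also: peak over basal fluorescence ratio within a 140 s kinetic read after compound addition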
M1 PAM – human M1 muscarinic receptor positive allosteric modulators, primary screen, CHO-K1 cells, Fluo-8 calcium fluorescence, 1536-well | Muscarinic acetylcholine receptor M1 (Homo sapiens), P11229 | CHO-K1 hM1, ACh EC20; 0% = ACh EC20, 100% = maximal ACh | activation, % at 3 µM | 360,000 compounds, 0.088% hits; in the data active = activation above about 19%, passing the limit was not always enough
TAAR1 antagonist – human TAAR1 antagonists, primary screen, Fluo-8 calcium fluorescence, CHO RD-HGA16 cells | 360,000 compounds, 1.5% hits | Trace amine-associated receptor 1 (Homo sapiens), Q96RJ0 | antagonist | inhibition, % at 3 µM;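 active = inhibition above a per-plate cutoff, the mean inhibition of test compounds on that plate plus 3 SD, cut at about 49% in these data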;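 also: 0% = DMSO plus EC80 beta-PEA response and 100% = DMSO alone without agonist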
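Assay system: CHO-derived RD-HGA16 cells stably expressing human TAAR1 plus Gα16. Timing: 140 s kinetic read after compound, 140 s after agonist. Technique: kinetic Fluo-8 calcium fluorescence measurement. Measure: % inhibition of agonist calcium response.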
OXTR agonist – human OXTR agonists, primary screen, fluorescence, CHO-OTR cells, Fluo-8 calcium | Oxytocin receptor (Homo sapiens), P30559 | Fluo-8 calcium fluorescence; normalized: DMSO 0%, oxytocin 100% | activation, % at 3 µM | 320,000 compounds, 0.32% hits;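 active = activation above the mean of all tested compounds plus 3 SD, cutoff set per screening run, cut at about 20% in these data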;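 also: peak over basal fluorescence ratio from a 100 s FLIPR kinetic read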
OXTR potentiator – human OXTR potentiators, primary screen, fluorescence, CHO-OTR cells, Fluo-8 calcium | Oxytocin receptor (Homo sapiens), P30559 | Fluo-8 calcium fluorescence, potentiator mode; 0% = oxytocin EC15, 100% = EC100 | activation, % at 3 µM | 320,000 compounds, 0.061% hits;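 active = activation above that plate's cutoff, the mean activation of tested compounds plus 3 SD, cut at about 6.6% in these data, passing the limit was not always enough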;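 also: 100% uses oxytocin at 75 nM as the full agonist control; some results filed as inactive read as strong as hits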
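Replication – single well per compound, singlicate · Assay system – CHO cell line stably expressing human OTR · Timing – 6 min pre-incubation, 100 s read · Measure – normalized max/min fluorescence ratio, % activation · Doses – 3.0 µM, one dose · Detection – Fluo-8 calcium dye fluorescence · Probe or stimulus – oxytocin near EC15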
V1aR counter – agonists of human V1a receptor, primary screen, counter-screen for OXTR agonist project, fluorescence, CHO-V1R cells; Fluo-8 calcium fluorescence, agonist mode; 0% DMSO, 100% 3 nM vasopressin; activation, % at 3 µM; 320,000 compounds, 0.25% hits;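 active = activation above the mean activation of all tested compounds plus 3 SD, per screening run, cut at about 20% in these data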;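 also: signal is peak over basal fluorescence ratio across a 100 second FLIPR read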
Target sequence (P37288 whole entry, looked up): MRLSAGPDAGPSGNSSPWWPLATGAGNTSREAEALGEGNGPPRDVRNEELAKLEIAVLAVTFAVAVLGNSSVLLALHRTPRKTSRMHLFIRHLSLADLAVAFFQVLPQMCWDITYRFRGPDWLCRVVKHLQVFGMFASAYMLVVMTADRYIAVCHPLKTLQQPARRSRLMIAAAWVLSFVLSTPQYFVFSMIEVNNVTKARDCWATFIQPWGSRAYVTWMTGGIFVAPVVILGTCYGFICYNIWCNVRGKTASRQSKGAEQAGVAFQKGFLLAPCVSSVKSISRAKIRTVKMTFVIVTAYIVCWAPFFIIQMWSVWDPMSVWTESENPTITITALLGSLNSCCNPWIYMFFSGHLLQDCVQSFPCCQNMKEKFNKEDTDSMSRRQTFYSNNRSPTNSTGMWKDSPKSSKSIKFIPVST
CHO parental Ca – ATP-evoked calcium signal inhibitors, parental CHO, primary screen, counter-screen for OX1R antagonist project, cell-based, fluorescence, Fluo-8 calcium dye; parental CHO-K1, ATP-induced calcium, Fluo-8 fluorescence; inhibition, % at 5.6 µM; 330,000 compounds, 0.63% hits; AID 463079, 2010;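 active = inhibition above that plate's mean sample inhibition plus 3 SD, cut at about 26% in these data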;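 also: 0% = ATP-challenged DMSO wells and 100% = DMSO wells without ATP; some compounds past the cut are filed as inactive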
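Test system: untransfected parental CHO cell line; also added: ATP stimulus; dosing: 5.6 µM, single dose; signal: calcium-sensitive Fluo-8 fluorescence; measure: percent inhibition of ATP-evoked calcium rise, normalized to controls; benchmarks: low control ATP plus DMSO, high control DMSO only; replication: one well per compound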
* hit, by the source's call; . = no result given.

SMILES	CHRM1 antagonist	TAAR1 ag	M1 ag	M1 PAM	TAAR1 antagonist	OXTR agonist	OXTR potentiator	V1aR counter	CHO parental Ca
O=C(C1CCC1)N1CCc2cc(S(=O)(=O)NC3CCCC3)ccc21	-11	12	0	-5	19	4.4	-16	5.2	8
OC(c1ccccc1)c1nc(-c2cncnc2)cs1 (configuration not stated)	-13	0	-4	8	1	.	.	.	.
CCOc1ccc(CCNC(=O)CS(=O)(=O)Cc2nc(-c3ccccc3F)oc2C)cc1	7	10	-1	-8	-2	6.5	-13	10	-26
COCCCn1c(=O)/c(=C\c2ccccc2OC(C)C)s/c1=C(/C#N)C(=O)Nc1ccc(C(=O)O)cc1	-1	5	-2	5	48	2.0	2	0.4	-1
COc1ccc(Cl)cc1-c1nc(-c2ccc(NC(=O)c3ccncc3)cc2)no1	0	1	-3	1	6	0.8	-13	2.5	-6
CC1(C)C2CC=C(/C=N/NC(=O)c3ccccc3Br)C1C2 (configuration not stated)	-4	9	-10	9	-7	-1.9	-10	-1.3	-14
C=CCN1C=C(C(=O)c2ccccc2)C(=O)CC1	-10	1	-4	5	6	.	.	.	.
CCc1nc(OCC(=O)c2ccccc2)c(C#N)c2c1COC(C)(C)C2	6	8	-4	-4	47	-1.8	-4	-1.7	-15
CC(C)(O)C#Cc1ccc(C(=O)N2CCN(C(=O)c3ccco3)CC2)cc1	-5	1	-5	7	7	-0.5	-10	1.5	9
CCOC(=O)N1CCC(Nc2c(NCCCN3CCN(c4ccc(OC)cc4)CC3)c(=O)c2=O)CC1	-14	3	-6	0	-25	0.3	-2	0.8	-8
O=C1NN(c2ccccc2)C(=O)/C1=C/c1cccs1	.	26	.	.	3	1.7	-4	1.8	-8
COc1ccc(-c2cc(N)n(S(=O)(=O)Cc3ccccc3)n2)c(OC)c1	-12	-2	-1	7	10	-0.5	-10	-0.2	-19
Cc1ccc(C(=O)Nc2ccc(N3CCOCC3)cc2)cc1	-24	1	-1	7	-15	-0.1	4	0.7	-3
O=C(CSc1ccc(-c2cccnc2)nn1)Nc1ccc(Br)cc1	-9	10	1	10	-4	2.7	-10	4.6	-5
C=CC[C@@H](CC(=O)N[C@@H](CO)Cc1ccccc1)C(=O)N[C@H](COC(=O)[C@@H](CC=C)Cc1ccc(F)cc1)C(C)(C)C	8	4	-3	-2	6	-1.5	-10	-1.4	-19
N#Cc1cccc(NC(=O)CSc2ccc3c4c(cccc24)C(=O)c2ccccc2-3)c1	32*	86*	44*	-16	87*	14	-11	41*	59*
CC(C)(C)OC(=O)N1CCN(c2ccc([N+](=O)[O-])cc2)CC1	2	4	-4	3	17	3.0	-12	5.0	15
Cc1cccc(OCCCC(=O)O)c1	-1	0	-3	0	-4	0.7	-9	0.6	7
Cc1ccccc1Cn1c(-c2ccc(=O)[nH]c2)nc2ccccc21	-20	5	-2	16	-14	0.6	-9	1.0	-12
C(=N\Nc1nc2ccccc2s1)/c1ccco1	-41	10	8	28	-3	0.4	-5	-0.7	-15
C[C@H]1CN([C@@H](C)CO)S(=O)(=O)c2ccc(-c3ccncc3)cc2O[C@H]1CN(C)C(=O)c1cccc(F)c1	-7	1	-2	-1	-22	.	.	.	.
CC(C)(C)OC(=O)NCCc1nnc(SCc2ccc(Cl)cc2Cl)o1	15	19	-1	-3	25	-1.0	-16	3.1	-7
CCCN(CCC)Cc1c(C(=O)N/N=C/c2c[nH]c3ccccc23)nnn1-c1nonc1N	-4	-1	-3	-1	-22	0.6	-2	1.6	-13
Cc1c(Cl)cc(-n2cnnn2)cc1[N+](=O)[O-]	-8	1	-6	2	8	0.4	-9	0.3	-3
O=C(NCc1cccs1)C1CCN(c2ccc(S(=O)(=O)N3CCOCC3)cc2Cl)CC1	-1	8	-2	2	14	7.6	-4	9.6	-12
Cc1ccc(S(=O)(=O)Nc2ccc(C(=O)N3CCN(c4ccccc4O)CC3)cc2)cc1[N+](=O)[O-]	-12	11	-1	6	23	0.9	-13	2.9	14
O=C(CSc1nccc(-c2cccs2)n1)Nc1cccc(Cl)c1Cl	-9	0	-4	7	-18	-1.7	-1	-2.0	-6
O=C(c1cnn(-c2cccc(F)c2)c1)c1ccccc1O	-2	1	-6	-4	-4	-1.3	-11	-1.1	-13
O=S(=O)(c1cccc(F)c1)N1CCc2sccc2C1c1ccc(OC(F)(F)F)cc1 (configuration not stated)	-10	4	-4	2	-42	1.6	-14	2.6	-31
Cc1c(C(=O)N(C)C(C)c2ccncn2)oc2c(F)cccc12 (configuration not stated)	-6	6	3	15	-18	-0.7	-4	-1.2	-10
O=C(Cn1nc(-c2ccc(Cl)cc2)ccc1=O)NCc1ccc2c(c1)OCO2	-14	-2	-2	8	-19	-2.2	-9	-0.3	-4
O=C(NCc1cccnc1)C1CC(=O)N(CCc2ccccc2)C1 (configuration not stated)	-2	1	0	3	-2	0.4	-3	1.5	-14
COc1cccc(-c2nnc3n2N=C(c2cccc(Br)c2)CS3)c1	-5	12	-4	3	7	0.3	1	0.5	10
CC(C)CC(O)C1CCN(C(=O)CCc2nnc(-c3ccc4c(c3)OCO4)o2)CC1 (configuration not stated)	-17	1	-2	10	9	.	.	.	.
O=[N+]([O-])c1ccc2oc(-c3ccccc3)nc2c1	1	12	-2	2	18	0.4	-3	-0.9	-3
O=C(N/N=C/c1ccc[nH]1)c1ccccc1[N+](=O)[O-]	0	0	-5	4	7	-0.4	-5	0.9	-1
COc1ccccc1OCc1csc(N)n1	-7	-1	-4	9	21	-0.5	-7	-0.2	1
O=[N+]([O-])c1ccc(OCc2cccc(COc3ccc([N+](=O)[O-])cc3)n2)cc1	-5	1	-6	1	21	2.4	-5	3.2	2
C[C@@]12CC[C@H]3OC(=O)C=C3C1CC[C@@]13CC(CCC12)[C@](CO)(O[C@H]1O[C@H](CO)[C@@H](O)[C@H](O)[C@H]1O)C3 (some centres not stated)	-4	2	-2	1	-7	1.0	-4	0.8	-3
Cc1ccc(-c2nnn(CC(=O)N(c3ccccc3F)C(C(=O)NCC3CCCO3)c3c[nH]c4ccccc34)n2)cc1 (configuration not stated)	-5	4	-1	7	17	1.3	-18	4.0	4
Cc1nc(N[C@@H](Cc2c[nH]c3ccccc23)C(=O)O)c2oc3ccccc3c2n1	.	4	.	.	6	-0.9	-6	1.3	-6
Cc1ccnc(SCC(=O)c2ccc(Br)s2)n1	-1	13	-8	2	-6	-1.9	-6	-0.4	-4
Cc1cc(C)nc(SCc2ccc(C(=O)N/N=C/c3ccccc3C(=O)O)cc2)n1	0	3	-1	5	22	-0.5	-17	-0.5	-3
COc1ccc2cnnc(SCC(=O)Nc3ccc(C(C)=O)cc3)c2c1OC	9	1	-4	-3	-6	0.4	-1	2.3	-15
Cc1nc(Cl)c(C(=O)NC(C)(C)C)c(C)c1Cl	-2	1	-1	3	-6	-0.2	-4	-0.1	-4
COc1cc(NC(=O)c2ccnc(N)c2)cc(C(=O)Nc2cccc(C(F)(F)F)c2)c1	-3	11	-3	2	30	0.0	-5	-0.1	-14
CC1=C(C)CC(C(=O)NNC(=O)c2cccc(Cl)c2)C(C(=O)O)C1 (configuration not stated)	-5	0	-6	5	-9	-1.1	-1	0.9	-4
Cc1nnc(Sc2cc(C(=O)NCCCN(C)Cc3ccccc3)c3ccccc3n2)s1	-1	7	-11	-2	-14	0.1	-8	-0.4	-14
O=C(O)c1ccc(N/N=C/C=C/c2ccccc2[N+](=O)[O-])cc1	1	66*	2	8	48	6.6	-3	4.8	9
O=C(O)c1cnnc2ccccc12	-7	4	6	3	-25	.	.	.	.
C=CCC1Cc2c(Br)cccc2C(CC=C)N1 (configuration not stated)	6	0	-6	4	2	-0.8	5	-0.4	-20
COc1ccc(C(=O)N2CCN(C(=O)C3COc4ccccc4O3)CC2)cc1OC (configuration not stated)	-3	8	-1	1	-19	1.4	4	0.1	-7
O=C(CN1CCc2ccccc2C1)NCC(=O)Nc1ccc(F)cc1	22	1	-3	-9	-11	2.0	-4	0.6	-14
Cc1ccc(NC(=O)c2ccccc2N(C)S(=O)(=O)c2ccccc2)c(C)c1	8	1	-5	1	-3	-0.1	-7	3.5	-4
COc1ccccc1NC(=O)Nc1ccc(Br)cn1	-17	12	1	13	10	-1.4	-3	-0.5	-26
Cc1cc2[nH]c(=O)c(=O)[nH]c2cc1S(=O)(=O)N1CCN(c2cccc(Cl)c2)CC1	-5	8	-1	17	-14	-1.0	-5	-0.5	1
Cc1[nH]c2ccccc2c1/C=N/NC(=O)c1cc(C(C)(C)C)[nH]n1	-1	1	-3	-1	5	-1.9	-11	-0.7	-6
Cc1ccc(SCC(=O)c2ccc(CC(=O)O)s2)cc1	-14	3	-3	9	-12	-0.6	3	0.7	-9
O=C(NCCS(=O)(=O)NC1CCCC1)c1ccccc1	-7	0	-1	8	-6	1.4	-2	-0.5	7
Cc1cccc(/C=N/NC(=O)c2ccc3c(c2)OCCO3)c1O	4	7	-1	-3	38	-2.8	-3	-1.4	-7
CCC(C)Cn1c(C)nc2ccccc21 (configuration not stated)	8	3	-1	-4	4	6.7	-19	8.6	10
Cc1ccn(CCC(=O)N2CCc3ccccc32)n1	2	1	-4	-4	-29	-0.2	-8	-0.3	-1

Source: PubChem (The Scripps Research Institute Molecular Screening Center)
